GSTO1 inh: counter-screen for RBBP9 inhibitors: inhibitors of human GSTO1; P78417; recombinant GSTO1, activity-based probe fluorescence polarization; actives 1.1% (n = 300,000); inhibition, % at 5.96 µM; AID 1974;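 active = inhibition above the campaign mean inhibition plus 3 SD, cut at about 35% in these data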;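 also: 0% = GSTO1-1 with DMSO and 100% = wells lacking GSTO1-1 enzyme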
Target sequence (P78417 whole entry, looked up): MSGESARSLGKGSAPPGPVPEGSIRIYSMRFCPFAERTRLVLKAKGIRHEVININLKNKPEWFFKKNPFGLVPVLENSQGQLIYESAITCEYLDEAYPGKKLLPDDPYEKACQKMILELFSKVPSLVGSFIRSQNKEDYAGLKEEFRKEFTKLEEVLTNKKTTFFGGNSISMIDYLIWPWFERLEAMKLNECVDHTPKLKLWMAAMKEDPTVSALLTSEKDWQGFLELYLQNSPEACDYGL
PREPL inh: inhibits the human prolyl oligopeptidase-like enzyme. Q4J6C6. recombinant PREPL, fluorescence polarization activity-based probe. inhibition, % at 5.96 µM. actives 0.68% (n = 320,000). AID 2751; in the data active = inhibition above about 43%;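 also: 0% = enzyme with DMSO and 100% = wells lacking enzyme; many of its hits are not listed in these tables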
PAFAH1B2 FP inh: inhibitors of human PAFAH1B2 | P68402 | recombinant PAFAH1B2, FP-rhodamine activity probe, fluorescence polarization | inhibition, % at 3.39 µM | actives 1.2% (n = 340,000);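 active = inhibition above the mean of all tested compounds plus 3 SD, cut at about 24% in these data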;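 also: 0% = enzyme with DMSO and 100% = wells lacking PAFAH1B2; many of its hits are not listed in these tables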
PAD4 FP inh: inhibitors of human PAD4; Q9UM07; recombinant PAD4, RCA probe fluorescence polarization; inhibition, % at 6.36 µM; actives 0.41% (n = 330,000);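 active = percent inhibition above a cutoff equal to the mean of all tested compounds plus 3 SD, cut at about 15% in these data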;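 also: 0% = PAD4 with RCA probe and DMSO and 100% = probe without PAD4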
LYPLA2 inh: LYPLA2 (human) inhibition in PME1 counter-screen; recombinant LYPLA2, FP-Rh probe fluorescence polarization; inhibition, % at 5.9 µM; actives 0.38% (n = 320,000); AID 2177;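 active = inhibition above the screen-wide mean plus 3 SD, limit set per campaign, cut at about 26% in these data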;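 also: 0% = LYPLA2 with DMSO and 100% = wells lacking LYPLA2 enzyme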
Target sequence (O95372 whole entry, looked up): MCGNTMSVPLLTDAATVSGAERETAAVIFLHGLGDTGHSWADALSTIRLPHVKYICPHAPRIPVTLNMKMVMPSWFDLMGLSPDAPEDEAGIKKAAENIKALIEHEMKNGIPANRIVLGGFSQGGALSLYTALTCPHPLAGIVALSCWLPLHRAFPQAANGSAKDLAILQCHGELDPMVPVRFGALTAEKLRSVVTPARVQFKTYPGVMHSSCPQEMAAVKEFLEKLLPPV
LYPLA1 inh: counter-screen for PME1 inhibitors: inhibitors of human LYPLA1 | O75608 | recombinant LYPLA1, FP-Rh probe fluorescence polarization | inhibition, % at 5.9 µM | actives 0.16% (n = 320,000);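 active = inhibition above the mean of all tested compounds plus 3 SD, set per campaign, cut at about 14% in these data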;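 also: inhibitors block serine hydrolase probe labeling of LYPLA1 so polarization falls; 0% = enzyme with DMSO and 100% = wells lacking LYPLA1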
PME-1 inh: PME-1 (human) inhibition. Q9Y570. recombinant PME-1, FP-Rh probe fluorescence polarization. inhibition, % at 5.9 µM. actives 0.53% (n = 320,000);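 active = inhibition above the campaign mean of all compounds plus 3 SD, cut at about 26% in these data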;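 also: competitive labeling of PME-1 active site by serine hydrolase directed probe; 0% = PME-1 with DMSO and 100% = wells lacking PME-1 enzyme; inhibitors block probe labeling so polarization falls and inhibition rises; many of its hits are not listed in these tables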
pPAFAH FP inh: inhibitors of human plasma PAF acetylhydrolase (pPAFAH). Q13093. recombinant pPAFAH, FP-rhodamine probe fluorescence polarization. inhibition, % at 3.39 µM. actives 1.5% (n = 330,000). AID 463082;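 active = inhibition above the mean inhibition across the screen plus 3 SD, cut at about 25% in these data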;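 also: inhibitors block binding of the rhodamine activity-based probe so polarization drops; 0% = enzyme with DMSO and 100% = wells lacking pPAFAH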
Target sequence (Q13093 whole entry, looked up): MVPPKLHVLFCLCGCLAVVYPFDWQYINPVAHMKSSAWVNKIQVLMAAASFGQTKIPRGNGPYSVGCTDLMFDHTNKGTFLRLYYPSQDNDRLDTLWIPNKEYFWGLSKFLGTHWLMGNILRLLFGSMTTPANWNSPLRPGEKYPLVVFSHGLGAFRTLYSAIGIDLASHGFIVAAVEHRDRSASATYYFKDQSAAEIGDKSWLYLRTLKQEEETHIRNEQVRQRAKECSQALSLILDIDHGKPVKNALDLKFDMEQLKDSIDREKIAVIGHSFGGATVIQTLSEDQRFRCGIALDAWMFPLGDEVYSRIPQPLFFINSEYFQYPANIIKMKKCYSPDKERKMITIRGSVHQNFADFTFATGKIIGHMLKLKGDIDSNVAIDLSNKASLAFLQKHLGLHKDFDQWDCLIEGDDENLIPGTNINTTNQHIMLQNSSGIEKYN
PAFAH1B3 FP inh: inhibitors of human PAFAH1B3 | recombinant PAFAH1B3, FP-rhodamine probe, fluorescence polarization | inhibition, % at 3.39 µM | actives 0.28% (n = 340,000) | AID 492972;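 active = inhibition above the screen-wide average of all tested compounds plus 3 SD, cut at about 25% in these data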;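 also: 0% = enzyme with DMSO only and 100% = wells lacking PAFAH1B3 protein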
Active calls of the source: *; nt = no result given. These rows are one share of the data; rates above refer to the full screens.

Structure | GSTO1 inh | PREPL inh | PAFAH1B2 FP inh | PAD4 FP inh | LYPLA2 inh | LYPLA1 inh | PME-1 inh | pPAFAH FP inh | PAFAH1B3 FP inh
CCN(C(=O)CSc1nnc2c3ccccc3n(CC)c2n1)C1CCS(=O)(=O)C1 (centres undefined) | -7 | -3 | -3 | -2 | 0 | -1 | -3 | 2 | 6
COc1ccc(NC2=C(c3ccc(OC)cc3)C(=O)c3ccccc32)cc1 | 4 | 3 | 3 | -4 | 0 | -1 | 7 | 5 | 9
Cc1cccc(N/N=C2/COC(C)(C)CC2=O)c1 | 6 | 2 | 4 | 4 | 2 | -3 | 3 | -1 | 7
Cc1ccc2c(c1)/C(=N/OS(=O)(=O)c1ccccc1)CCS2 | -2 | -11 | 3 | 2 | 0 | -2 | -2 | 3 | -1
Cc1ccc(C(=O)Nc2ccc(S(=O)(=O)N3CCOCC3)cc2)cc1 | -1 | -6 | 2 | -4 | -1 | 0 | -6 | -5 | -4
Cc1ccc(OCC(=O)Nc2cccc3ccccc23)c([N+](=O)[O-])n1 | nt | 24 | 3 | -8 | nt | nt | nt | 1 | -2
Cc1ccccc1OCC(=O)OCC(=O)Nc1ccc(S(N)(=O)=O)cc1 | 0 | 0 | -2 | -1 | 1 | -3 | 4 | 5 | 8
CN(CCOC(=O)/C=C/c1ccccc1)C(C)(C)C | 3 | 7 | 2 | 1 | 7 | 2 | 4 | 2 | 6
Cc1cc(C)c(C(=O)N2CCCC(N3CCN(c4ccc(F)cc4)CC3)C2)o1 (centres undefined) | -2 | 16 | 1 | 5 | 10 | 4 | 3 | -3 | 1
O=[N+]([O-])c1ccc(C2Nc3cccc4cccc(c34)N2)cc1 | 26 | 11 | 6 | 2 | -9 | -6 | 29* | 0 | 19
CCS(=O)(=O)Nc1cccc(C2=NN(S(=O)(=O)CC)C(c3cccs3)C2)c1 (centres undefined) | 4 | 0 | 0 | -3 | -2 | 0 | 7 | 3 | 0
COc1ccc(-c2cnn(-c3ccccc3)c2N)cc1OC | -7 | 4 | 3 | 0 | -3 | 2 | 1 | 5 | -3
O=C(CCN1C(=O)c2cccc3cccc(c23)C1=O)NC1CCS(=O)(=O)C1 (centres undefined) | 5 | 1 | 2 | -4 | 1 | 1 | -5 | 0 | 4
Cc1ccc(NC(=O)COC(=O)c2ccco2)cc1S(=O)(=O)N1CCOCC1 | nt | 7 | 2 | -2 | nt | nt | nt | -6 | -3
CCOc1ccc(C(CC(=O)O)NC(=O)c2ccco2)cc1 (centres undefined) | 7 | 1 | 10 | 4 | 10 | -4 | -11 | 2 | 4
CC1Cc2ccccc2N1C(=O)CN1C(=O)COc2ccccc21 (centres undefined) | -2 | 4 | 2 | -6 | -3 | -4 | 2 | 1 | -1
Cn1cnnc1SCC(=O)NNC(=O)c1ccc(Cl)cc1 | -4 | 4 | -10 | -8 | 1 | 0 | 4 | -1 | 3
Cc1ccc2c(c1)NC(=O)C(CC(=O)NCCCN1CCCC1=O)O2 (centres undefined) | -1 | -4 | -2 | -3 | -6 | -1 | 0 | -6 | 1
CCCCNC(=O)Nc1nnc(-c2ccccc2)o1 | -8 | 0 | -3 | -1 | 1 | -2 | -11 | 3 | -3
O=C(NCCN1CCN(Cc2ccccc2Cl)CC1)Nc1ccccc1 | 0 | 8 | -2 | 1 | 3 | 2 | -2 | -1 | 10

(list continues)
Structure | GSTO1 inh | PREPL inh | PAFAH1B2 FP inh | PAD4 FP inh | LYPLA2 inh | LYPLA1 inh | PME-1 inh | pPAFAH FP inh | PAFAH1B3 FP inh
O=C(Cn1nnc(-c2ccc(CN3CCOCC3)cc2)n1)NC1CCCCC1 | 1 | 2 | -4 | -3 | 7 | 3 | 0 | 3 | -2
O=C(Nc1cccc(F)c1)NC1(C(=O)N2CCOCC2)CCCCC1 | 8 | 0 | 0 | 1 | -2 | -1 | 3 | 3 | 5
COc1ccc(C(=O)CSc2nc3ccc([N+](=O)[O-])cc3[nH]2)cc1 | -7 | -6 | -7 | -3 | -19 | -13 | -16 | -6 | -8
CCN1C(=O)[C@H]2[C@@H](c3ccc(SC4CCCCC4)c(OC)c3)N3CCCC[C@@]3(C(=O)OC)[C@H]2C1=O | -9 | 5 | 3 | -1 | -2 | -1 | -7 | 7 | 5
COC(=O)c1ccccc1NC(=O)c1cnn2cccnc12 | 3 | 6 | 6 | -3 | -1 | -1 | 4 | -7 | 8
CC(OC(=O)CNC(=O)C12CC3CC(CC(C3)C1)C2)C(=O)Nc1ccc(N2CCOCC2)cc1 (centres undefined) | 6 | -1 | 6 | 0 | 0 | 3 | 0 | 1 | 13
c1ccc(-c2nc(-c3ccncc3)n[nH]2)nc1 | -1 | -6 | 5 | -3 | -2 | 2 | -4 | 3 | 5
COc1ccc(C(NC(=O)/C=C\c2ccco2)c2ccc(OC)c(OC)c2)cc1 (centres undefined) | -3 | 2 | 3 | 0 | -1 | -3 | -3 | 5 | 2
COc1cc(/C=C/C(=O)O)cc(Br)c1O | 9 | -7 | 2 | -3 | -2 | 0 | 3 | 1 | 6
CCOc1ccccc1NC(=O)c1ccc2nccnc2c1 | -2 | 8 | -3 | 6 | 11 | 3 | 1 | 10 | 12
CN1CCC(=NNC(=O)CSCc2ccccc2)CC1 | 7 | -28 | -4 | 2 | -5 | 3 | 0 | 5 | 2
CC1(C)CC(=O)C2=C(C1)Nc1ccccc1N(C(=O)C1CC1)C2c1ccco1 (centres undefined) | 4 | 3 | -4 | 0 | -1 | 5 | 3 | 1 | -9
CCN(CC(=O)Nc1c(F)cccc1F)C(=O)c1cccc(S(=O)(=O)N2CCc3ccccc3C2)c1 | -4 | -12 | 5 | -7 | 0 | 1 | 10 | -3 | 1
O=C1CC(N2CCN(c3ccc(S(=O)(=O)N4CCCC4)cc3)CC2)C(=O)N1c1ccc(F)cc1 (centres undefined) | 2 | 19 | 4 | -10 | 10 | 0 | -1 | -4 | 3
O=C(OCC(=O)N1CCc2ccccc21)c1ccc([N+](=O)[O-])cc1 | nt | 18 | -1 | -1 | -2 | -3 | 1 | 4 | 2
O=C(COC(=O)CN1C(=O)C2CC=CCC2C1=O)Nc1cc(C(F)(F)F)ccc1N1CCOCC1 (centres undefined) | 3 | 6 | 5 | 2 | -11 | -1 | 0 | -3 | 2
COC(=O)c1cc(C(=O)CC(C)C)c[nH]1 | -1 | 11 | 2 | -2 | 13 | 5 | 9 | 3 | 3
CCOCc1nnc(NC(=O)CSCc2ccccc2)s1 | 1 | -9 | 4 | -3 | -1 | -2 | -8 | 0 | 2
CC1CCCC(NC(=O)COC(=O)Cc2c[nH]c3ccccc23)C1C (centres undefined) | 5 | 4 | 8 | 2 | -3 | 0 | 7 | 15 | 4
Cc1ccccc1-c1nc2ccccc2c(=O)n1/N=C/c1ccccc1[N+](=O)[O-] | 4 | 8 | 0 | -7 | -2 | -2 | 1 | 4 | 1

Continued, starting with the last 6 of the part before.
Structure | GSTO1 inh | PREPL inh | PAFAH1B2 FP inh | PAD4 FP inh | LYPLA2 inh | LYPLA1 inh | PME-1 inh | pPAFAH FP inh | PAFAH1B3 FP inh
O=C(OCC(=O)N1CCc2ccccc21)c1ccc([N+](=O)[O-])cc1 | nt | 18 | -1 | -1 | -2 | -3 | 1 | 4 | 2
O=C(COC(=O)CN1C(=O)C2CC=CCC2C1=O)Nc1cc(C(F)(F)F)ccc1N1CCOCC1 (centres undefined) | 3 | 6 | 5 | 2 | -11 | -1 | 0 | -3 | 2
COC(=O)c1cc(C(=O)CC(C)C)c[nH]1 | -1 | 11 | 2 | -2 | 13 | 5 | 9 | 3 | 3
CCOCc1nnc(NC(=O)CSCc2ccccc2)s1 | 1 | -9 | 4 | -3 | -1 | -2 | -8 | 0 | 2
CC1CCCC(NC(=O)COC(=O)Cc2c[nH]c3ccccc23)C1C (centres undefined) | 5 | 4 | 8 | 2 | -3 | 0 | 7 | 15 | 4
Cc1ccccc1-c1nc2ccccc2c(=O)n1/N=C/c1ccccc1[N+](=O)[O-] | 4 | 8 | 0 | -7 | -2 | -2 | 1 | 4 | 1
O=C(CNC(=O)c1ccccc1)NCC(=O)OCc1ccccc1Cl | -5 | -3 | nt | -3 | 3 | 1 | 6 | 3 | nt
CCCCN(CCCC)CCCNC(=O)Cn1cc2c(n1)-c1c(oc(C(=O)N3CCCC3)c1C)CC2 | 5 | -8 | -1 | -2 | -5 | -4 | -8 | -3 | 0
Cc1nc2cc(C(=O)OCC(=O)Nc3cccc(Cl)c3)ccc2n1-c1ccccc1 | -13 | -9 | -4 | -2 | -6 | -13 | -20 | 43* | -2
CCC(C)[C@H](N)c1nnc(SCc2cccc(F)c2)o1 (some centres undefined) | -2 | -1 | 1 | -4 | -3 | -2 | 2 | 1 | 7
O=C(NCc1ccc(F)cc1)c1cccc(S(=O)(=O)N2CCCC2)c1 | 11 | 8 | 7 | 0 | -9 | -4 | 7 | -6 | 1
CC(C)CCOC(=O)C1C2C=CC3(CN(Cc4cccs4)C(=O)C13)O2 (centres undefined) | 4 | 0 | 4 | -4 | -2 | 2 | -2 | -3 | -4
Cc1cc(C)c(S(=O)(=O)c2cccc(Br)c2C)c(=O)[nH]1 | -10 | 1 | 3 | -4 | -2 | -2 | -1 | 8 | 10
Cc1cc(-c2ccccc2)nc2[nH]n(-c3ccccc3)c(=O)c12 | 11 | 15 | 3 | 1 | 6 | 3 | 1 | 1 | -1
O=C(CN1C(=O)NC2(CCCC2)C1=O)N1CCN(S(=O)(=O)c2ccccc2Br)CC1 | 0 | 6 | 1 | 0 | 0 | -3 | -4 | -6 | 3
COc1cc(/C=C/C(=O)N2CC(C)OC(C)C2)cc(OC)c1OC (centres undefined) | 6 | -13 | 5 | -6 | -6 | -4 | -6 | -9 | 8
COc1ccc(N(CC(=O)Nc2cccc(OC)c2)S(=O)(=O)c2c(C)nn(C)c2C)cc1 | 1 | 14 | -3 | 3 | 8 | 1 | -1 | 3 | 7

An excerpt from above, reduced to PAD4 FP inh, LYPLA2 inh and LYPLA1 inh.
SMILES | PAD4 FP inh | LYPLA2 inh | LYPLA1 inh
CCCCN(CCCC)CCCNC(=O)Cn1cc2c(n1)-c1c(oc(C(=O)N3CCCC3)c1C)CC2 | -2 | -5 | -4
COc1ccc(N(CC(=O)Nc2cccc(OC)c2)S(=O)(=O)c2c(C)nn(C)c2C)cc1 | 3 | 8 | 1
Cc1cc(C)c(S(=O)(=O)c2cccc(Br)c2C)c(=O)[nH]1 | -4 | -2 | -2

In a second layout: results already given
The line under a structure holds: GSTO1 inh, PREPL inh, PAFAH1B2 FP inh, PAD4 FP inh, LYPLA2 inh, LYPLA1 inh, PME-1 inh, pPAFAH FP inh, PAFAH1B3 FP inh
CC(C)CCOC(=O)C1C2C=CC3(CN(Cc4cccs4)C(=O)C13)O2 (centres undefined)
    4, 0, 4, -4, -2, 2, -2, -3, -4
Cc1cc(C)c(S(=O)(=O)c2cccc(Br)c2C)c(=O)[nH]1
    -10, 1, 3, -4, -2, -2, -1, 8, 10
Cc1cc(-c2ccccc2)nc2[nH]n(-c3ccccc3)c(=O)c12
    11, 15, 3, 1, 6, 3, 1, 1, -1
